Candida biofilm: kills Candida albicans biofilms. C. albicans biofilm + clotrimazole, Alamar Blue. inhibition, % at 6 µM. hit rate 0.14% among 85,000. AID 834;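 active = inhibition above 20%; inactive = inhibition below 20%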;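 also: preformed 24 hr biofilms exposed to compound for 48 hr; 0% = biofilm without compound and 100% = blank killed by clotrimazole plus chlorhexidine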
PLK1 inh: blocks human PLK1 kinase activity; AID 619; recombinant PLK1 kinase, TR-FRET peptide phosphorylation; hit rate 0.53% among 97,000; inhibition, % at 10 µM;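 active = inhibition of 50% or more in the single-concentration screen; inactive = inhibition below 50%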;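 also: 0% = DMSO max control and 100% = H-89 dihydrochloride min control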
CYP2C9 inhib: inhibitors of human CYP2C9; inhibition, % at 5 µM; P11712; CYP2C9 Supersomes, luciferin-H conversion, luminescence; hit rate 20% among 96,000; AID 777;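 active = blocking of liver enzyme CYP2C9 beyond about 50% at 5 µM, limit read from the data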; also: values of inactives mirror those of a sister screen read the other way
HIV Rev-RRE inh: inhibitors of HIV-1 Rev-RRE RNA interaction. P05866. Rev peptide-RRE RNA binding, FRET. inhibition, % at 8 µM. hit rate 0.79% among 97,000;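 active = inhibition above the screen-wide mean plus 3 SD, cut at about 35% in these data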;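 also: 0% = median DMSO wells and 100% = median Neomycin B control wells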
Target sequence (P05866 whole entry, looked up): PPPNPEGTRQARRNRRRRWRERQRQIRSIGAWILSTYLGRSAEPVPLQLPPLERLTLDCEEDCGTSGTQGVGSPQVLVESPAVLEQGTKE
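Probe or stimulus: fluorescein-Rev peptide as binding partner; assay system: Cy5-tagged RRE RNA duplex with fluorescein-tagged Rev peptide; timing: 5 min compound–RNA preincubation, then 15 min with peptide, 25 °C; medium: HEPES pH 7.5 buffer with KCl, MgCl2, NaCl and EDTA; signal: fluorescein-to-Cy5 FRET, 480 nm excitation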
PLK1 PBD inh: Plk1 (human) PBD binding inhibition; Plk1 PBD phosphopeptide binding, fluorescence polarization; inhibition, %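 (tested at about 20 µM)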; hit rate 0.13% among 97,000; AID 693; in the data active = inhibition above about 34%, passing the limit was not always enough
CYP2C9 activ: activators of human CYP2C9 | recombinant CYP2C9, luciferin-H conversion, luminescence; hits give high values; factor 1 = untreated enzyme, 0 = blocked | activation factor at 5 µM | hit rate 1.4% among 96,000;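 active = activation factor of 2 or more for CYP2C9 at a 5 µM dose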;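 also: 0 = sulfaphenazole-blocked wells and 1 = vehicle-only wells; values of inactives mirror those of a sister screen read the other way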
PTPN22 act: LYP (human) phosphatase activation | activation, % at 2 µM | AID 697 | hit rate 0.11% among 96,000 | recombinant LYP, DiFMUP fluorescence; 0 = plate median, 100 = signal doubled;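 active = activation at 2 µM above a set limit, the mean plus 5 SD, cut at about 37% in these data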
Target sequence (Q9Y2R2 whole entry, looked up): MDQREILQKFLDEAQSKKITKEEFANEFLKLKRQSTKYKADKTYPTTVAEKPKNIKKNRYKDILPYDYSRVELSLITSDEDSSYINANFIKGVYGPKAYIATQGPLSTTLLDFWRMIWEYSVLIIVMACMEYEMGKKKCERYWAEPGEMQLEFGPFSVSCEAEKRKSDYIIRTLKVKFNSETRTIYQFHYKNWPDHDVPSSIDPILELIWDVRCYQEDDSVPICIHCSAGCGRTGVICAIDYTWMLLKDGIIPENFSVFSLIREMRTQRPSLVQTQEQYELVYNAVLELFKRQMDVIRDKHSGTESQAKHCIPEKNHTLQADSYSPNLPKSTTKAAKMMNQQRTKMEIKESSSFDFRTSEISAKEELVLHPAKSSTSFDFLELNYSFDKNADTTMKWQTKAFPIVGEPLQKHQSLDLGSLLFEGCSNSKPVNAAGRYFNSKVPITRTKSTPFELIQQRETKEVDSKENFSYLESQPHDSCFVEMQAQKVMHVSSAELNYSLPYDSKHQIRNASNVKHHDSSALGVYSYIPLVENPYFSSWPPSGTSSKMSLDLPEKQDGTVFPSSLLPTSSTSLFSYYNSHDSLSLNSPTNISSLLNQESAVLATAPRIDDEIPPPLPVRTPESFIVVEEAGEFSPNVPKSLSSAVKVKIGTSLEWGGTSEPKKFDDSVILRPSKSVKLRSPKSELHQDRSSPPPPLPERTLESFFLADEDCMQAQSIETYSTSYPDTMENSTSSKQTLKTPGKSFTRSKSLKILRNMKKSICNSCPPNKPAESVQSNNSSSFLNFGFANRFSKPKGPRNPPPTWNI
EphB4 ephrin blk: EphB4-ephrin-B2 interaction antagonism; inhibition, % at 7 µM; EphB4 LBD / TNYL-RAW-Alexa532 peptide, fluorescence polarization; hit rate 0.15% among 97,000; P54760;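 active = inhibition above the screen-wide mean inhibition plus 3 SD, cut at about 15% in these data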;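 also: 0% = DMSO wells and 100% = excess unlabeled TNYL-RAW peptide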
PTPN22 inh 2: inhibitors of human LYP (PTPN22) phosphatase; Q9Y2R2; recombinant LYP catalytic domain, DiFMUP fluorescence; inhibition, % at 2 µM; hit rate 0.21% among 96,000; AID 640;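 active = inhibition at 2 µM at or above a set limit, the screen mean plus 3 SD, cut at about 24% in these data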;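 also: 0% = DMSO with enzyme and 100% = enzyme fully blocked by orthovanadate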
Active calls of the source: *; · = no result given.

SMILES	Candida biofilm	PLK1 inh	CYP2C9 inhib	HIV Rev-RRE inh	PLK1 PBD inh	CYP2C9 activ	PTPN22 act	EphB4 ephrin blk	PTPN22 inh 2
CN1CCC(OC(=O)c2ccc(Br)cc2)CC1	9	-7	·	3	-7	·	-3	-4	0
O=C(OCN1C(=O)c2ccccc2C1=O)/C(=C\c1ccco1)NC(=O)c1ccccc1	·	-2	14	-2	-4	0.9	7	-10	-8
CC(C)NC(=O)Cn1cnc2c1c(=O)n(C)c(=O)n2C	7	-7	-15	4	2	1.1	-6	-8	8
COc1cc(OC)c(OC)cc1/C=N/NC(=S)NCC1CCCO1 (stereo not drawn)	·	-12	65*	-3	-1	0.3	-2	0	1
COc1ccccc1-c1nnc2n1N=C(C)CS2	4	-14	-1	8	-13	1	-1	3	0
CC(C)Cc1nnc(NC(=O)CCC(=O)N2CCOCC2)s1	7	-6	-1	-6	30	1	-13	-6	11
CCN(CC)S(=O)(=O)c1cccc(-c2nnc(SC(C)C(N)=O)n2CCc2ccccc2)c1 (stereo not drawn)	1	7	56*	2	-10	0.4	0	2	-2
CCCNC(=O)CN(CCc1ccccc1)S(C)(=O)=O	2	-23	-9	6	-25	1.1	5	1	-8
CCC(C)C(NC(=O)C1CCC(C)CC1)C(=O)NC(CCSC)C(=O)OC (stereo not drawn)	0	6	-4	-1	-13	1	5	-3	-3
CC1=NN(C(=O)c2ccc(Br)cc2)C(O)(C(F)(F)OC(F)(F)F)C1 (stereo not drawn)	·	-15	24	7	27	0.8	0	-7	5
O=C1C2=C(NC(=S)NC2c2ccc(Cl)cc2)NC(c2ccc(Cl)cc2)N1c1ccc(Cl)cc1 (stereo not drawn)	3	-10	27	13	-6	0.7	-6	7	7
Cc1ccc(NC(=O)CSc2nnc(-c3ccccc3Br)o2)cc1C	9	-17	73*	6	-16	0.3	1	6	0
O=C1Nc2ccc(S(=O)(=O)NCCC3=CCCCC3)c3cccc1c23	0	-6	37	9	11	0.6	2	6	-3
CCn1c(SCC(=O)Nc2ccc(S(N)(=O)=O)cc2)nnc1-c1cccc(OC)c1	5	-5	24	0	-20	0.8	-5	-12	2
S=c1[nH]nc(CSc2nc3ccccc3s2)n1C1CCCCC1	·	-2	40	-2	-5	0.6	-8	5	11
O=C(COC(=O)c1ccc(S(=O)(=O)N2CCc3ccccc3C2)cc1)NC(=O)NCc1ccco1	-4	-10	11	5	9	0.9	-13	4	14
O=C1CC(SCc2nc3ccccc3[nH]2)C(=O)N1c1ccc(Cl)cc1 (stereo not drawn)	3	-6	25	8	1	0.8	-1	0	5
CC1=NN(/C(=N\c2nnc(C)s2)Nc2ccc(C(C)(C)C)cc2)[C@H](c2ccc(C)cc2)S1	5	-8	·	0	-2	·	2	-1	-4
CCCCCCn1c(SCC(=O)Nc2cc(C)on2)nc2ccccc2c1=O	6	-35	71*	6	-13	0.3	4	-1	-6
CCCC1C2C(=O)N(c3ccc(OC)cc3)C(=O)C2ON1c1ccccc1 (stereo not drawn)	3	-2	33	-2	-7	0.7	14	-4	-14
c1cc2c(cc1C1CCCCC1)c1c3n2CCN=C3CCC1	5	-3	·	8	-11	·	-20	5	20
O=C(Cn1cnc2c(nnn2Cc2ccc(Cl)cc2)c1=O)NCC1CCCO1 (stereo not drawn)	7	-6	-33	8	-23	1.3	-9	1	10
Fc1ccccc1CSc1nc2ccccc2[nH]1	2	-7	85*	4	3	0.2	-4	0	4
COc1ccc(OCC(=O)Nc2cc(-c3nn4c(C)nnc4s3)ccc2C)cc1	5	-34	18	-6	11	0.8	1	-6	-3
CC(C)C(C(=O)Nc1ccccc1)N1C(=O)c2ccccc2C1=O (stereo not drawn)	4	15	·	8	13	·	-3	1	2

The list goes on, starting with the last 5 of the part before.
SMILES	Candida biofilm	PLK1 inh	CYP2C9 inhib	HIV Rev-RRE inh	PLK1 PBD inh	CYP2C9 activ	PTPN22 act	EphB4 ephrin blk	PTPN22 inh 2
c1cc2c(cc1C1CCCCC1)c1c3n2CCN=C3CCC1	5	-3	·	8	-11	·	-20	5	20
O=C(Cn1cnc2c(nnn2Cc2ccc(Cl)cc2)c1=O)NCC1CCCO1 (stereo not drawn)	7	-6	-33	8	-23	1.3	-9	1	10
Fc1ccccc1CSc1nc2ccccc2[nH]1	2	-7	85*	4	3	0.2	-4	0	4
COc1ccc(OCC(=O)Nc2cc(-c3nn4c(C)nnc4s3)ccc2C)cc1	5	-34	18	-6	11	0.8	1	-6	-3
CC(C)C(C(=O)Nc1ccccc1)N1C(=O)c2ccccc2C1=O (stereo not drawn)	4	15	·	8	13	·	-3	1	2
O=C(NCc1ccco1)c1nnc(Cc2ccc(Cl)cc2)o1	10	4	-31	-2	-2	1.3	11	6	-13
CC1CCCCN1S(=O)(=O)c1ccc(NC(=O)c2ccco2)cc1 (stereo not drawn)	8	-6	72*	7	2	0.3	0	0	0
CCc1nc(SCC(=O)NNC(=O)C2CCCCC2)c2ccccc2n1	·	-9	-81	-5	2	1.8	10	-4	-6
Cc1nc(SCc2nc3ccccc3[nH]2)c2oc3ccccc3c2n1	1	-4	91*	9	-3	0.1	-13	13	12
O=C(c1ccc(Cl)cc1)N1CCN(c2ccc([N+](=O)[O-])c(NCc3cccnc3)c2)CC1	·	1	·	7	29	·	-5	5	10
CCOC(=O)c1c(N)sc2c1CCSC2	11	-4	16	7	1	0.8	1	3	2
S=C(NCCSCc1ccc(Cl)cc1Cl)Nc1ccccc1	·	-4	-131	2	-8	2.3*	-8	-2	12
CC(NC(=O)OC(C)(C)C)C(=O)Oc1ccc2ccc(=O)oc2c1 (stereo not drawn)	-1	-11	-8	-1	7	1.1	1	0	-3
O=C(NCc1ccccc1)N1CCN(c2ccc(Cl)c(Cl)c2)CC1	2	-1	22	-3	2	0.8	5	-1	-7
O=C(NN1C(=O)C2C(C1=O)C1C=CC2C12CC2)c1ccncc1 (stereo not drawn)	·	-9	28	6	-9	0.7	5	-4	-3
COc1cc(C(c2c(C)[nH][nH]c2=O)c2c(C)[nH][nH]c2=O)ccc1OCc1ccc([N+](=O)[O-])cc1	4	-1	-37	-6	-8	1.4	12	0	-10
CCOC(=O)N1CCN(c2c(NCCOC)c(=O)c2=O)CC1	6	-7	-12	-2	-20	1.1	0	1	-1
COc1ccc(NC(=O)C23CCC(C)(C(=O)O2)C3(C)C)cc1 (stereo not drawn)	6	-8	-5	4	-17	1	12	-1	-11
COc1cccc(NC(=O)C(NCCC(C)C)c2ccccc2)c1 (stereo not drawn)	·	-5	28	4	-5	0.7	0	4	-1
COc1ccc(C(=O)CSc2nnc(-c3cc4ccccc4cc3O)n2Cc2ccco2)cc1	11	5	80*	8	13	0.2	-6	3	5
O=C(CSc1nnnn1C1CCCCC1)Nc1nc2c(s1)CCCC2	6	-9	34	15	-1	0.7	3	0	-2
Cc1ccccc1-c1nc(Cc2ccc(Cl)cc2)no1	9	-7	3	18	1	1	-9	-2	12
CN(C)S(=O)(=O)c1ccc(C(=O)Nc2ccc(Cl)cc2)cc1	6	-9	19	6	5	0.8	0	0	-3
CCn1c(SCC(=O)c2[nH]c(C)c(C(C)=O)c2C)nnc1-c1ccccc1	3	-13	27	-1	-20	0.7	8	-3	-8
CCOC(=O)N1CCN(C(=O)c2cccn3c(=O)c4sccc4nc23)CC1	-1	-9	12	12	19	0.9	-8	5	4
CC(=O)C1=C(C)NC(C)=C(C(C)=O)C1c1ccc(-c2ccccc2Cl)o1	10	-6	97*	-1	-33	0	-5	0	3
CCOc1ccc(N2C(=O)CC(/C=C3/N(C)c4ccccc4C3(C)C)C2=O)cc1 (stereo not drawn)	1	-13	18	14	-12	0.8	-5	6	1
C=CCn1c(SCC(=O)Nc2ccccc2OC)nc(O)c(CC)c1=O	6	-1	23	7	0	0.8	18	2	-18
CCn1c(=N)n(CC(O)c2ccco2)c2ccccc21 (stereo not drawn)	7	-4	6	21	7	0.9	-3	-5	6
CC(C)CC(=O)N/C(N)=N/c1nc2ccccc2s1	1	1	28	6	-26	0.7	3	2	-1
(cont.)
SMILES	Candida biofilm	PLK1 inh	CYP2C9 inhib	HIV Rev-RRE inh	PLK1 PBD inh	CYP2C9 activ	PTPN22 act	EphB4 ephrin blk	PTPN22 inh 2
COc1ccc(N(CC(=O)Nc2cccc(C(=O)O)c2)S(=O)(=O)c2c(C)noc2C)cc1	0	6	68*	1	5	0.3	-3	4	1
Cc1ccc(C(=O)/C=C/Nc2ccccn2)cc1	4	-4	·	5	-8	·	-9	3	6
CCOc1ccc2nc(N3CCCC(C(=O)N4CCN(CC)CC4)C3)sc2c1 (stereo not drawn)	-4	-11	22	1	17	0.8	-2	-2	-1
O=C(c1ccc2c(c1)OCO2)N1CCN(C(=O)c2ccco2)CC1	3	-8	16	5	9	0.8	7	-2	-5
COC(=O)c1sccc1NC(=O)CSc1cccc(Cl)c1Cl	·	-6	45	8	9	0.6	7	-9	-10
CCOC(=O)c1nnn(-c2ccccc2C#N)c1C	2	-12	-70	0	-1	1.7	3	-8	-4
O=C(OCCCN=C1NS(=O)(=O)c2ccccc21)C1CC(=O)N(c2ccc(Cl)cc2)C1 (stereo not drawn)	4	-9	·	5	5	·	6	-7	-5
CCOc1ccc(C(=O)Nc2nnn(CC)n2)cc1	1	-2	14	-1	-28	0.9	1	-4	-2

Quoted from the listing:
PTPN22 act, O=C(OCCCN=C1NS(=O)(=O)c2ccccc21)C1CC(=O)N(c2ccc(Cl)cc2)C1 (stereo not drawn) → 6
PTPN22 inh 2, Cc1ccc(C(=O)/C=C/Nc2ccccn2)cc1 → 6
PLK1 inh, O=C(c1ccc2c(c1)OCO2)N1CCN(C(=O)c2ccco2)CC1 → -8
Candida biofilm, CCOc1ccc(C(=O)Nc2nnn(CC)n2)cc1 → 1
Candida biofilm, COc1ccc(N(CC(=O)Nc2cccc(C(=O)O)c2)S(=O)(=O)c2c(C)noc2C)cc1 → 0

Screening data as filed in PubChem.
